Screens (PubChem)
influenza NS1A = H1N1 influenza NS1A inhibitors, functional cell based assay (AID 504329); NS1A functional cell-based assay, percent inhibition; higher % means a stronger effect; 0.3% of 340,000 active; inhibition, % at 12.5 µM, or IC50 in µM where a hit was titrated; in the data active = a potency from the dose series; inconclusive = inhibition above about 27% without an active follow-up result; also: strong numbers were not always called active
M. tuberculosis = growth inhibition of non-replicating M. tuberculosis (AID 488890); Mycobacterium tuberculosis non-replicating, growth inhibition; higher % means a stronger effect; inhibition, % at 25 µM, or IC50 in µM where a hit was titrated; 0.39% of 320,000 active; in the data active = a potency from the dose series; inconclusive = inhibition mostly from about 82% at the one dose, without a potency; inactive = the rest, 99 in 100 with inhibition below about 76%;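 also: plate controls were DMSO cells for no effect and high antibiotic wells for full effect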
Salmonella PhoP GFP = PhoP regulon inhibitors, Salmonella typhi PhoP promoter GFP reporter, confirmatory (AID 1850); Salmonella Typhi PhoP-promoter GFP reporter, fluorescence, 4 h; higher % means a stronger effect; inhibition, % at 50 µM; hits with a dose series show IC50 in µM; 0.33% of 310,000 active; in the data active = a potency from the dose series; inconclusive = inhibition mostly from about 25% at the one dose, without a potency; inactive = the rest, 99 in 100 with inhibition below about 19%;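 also: 0% = induced wells with vehicle and 100% = uninduced wells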
VEEV TC-83 Vero = inhibitors of VEEV TC-83 cytopathic effect, confirmation, Vero cells (AID 588727). inhibition, % at 20 µM, or IC50 in µM where a hit was titrated. Vero cells, VEEV TC-83 cytopathic effect inhibition; higher % means a stronger effect. 0.13% of 350,000 active; in the data active = a potency from the dose series; inconclusive = inhibition mostly from about 14% at the one dose, without a potency; inactive = the rest, 99 in 100 with inhibition below about 12%; also: strong numbers were not always called active
H37Rv inhibition = M. tuberculosis growth inhibition, HTS (AID 449762); M. tuberculosis H37Rv growth inhibition, 7H9 media; higher % means a stronger effect; 0.59% of 330,000 active; inhibition, % at 25 µM, or IC50 in µM where a hit was titrated; in the data active = a potency from the dose series; inconclusive = inhibition above about 70% without an active follow-up result;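 also: bacterial growth assessed after seven days of incubation; strong numbers were not always called active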
VEEV TC-83 Vero 10K pilot screen = also measured in VEEV TC-83 Vero; calls as there; inhibition, %; measured here: 10K pilot screen inhibition
* marks the source's active call; other numbers are inactive results; i = inactive; ? = inconclusive; . = no result given. Random draw from the library; overall some 1.5% were active at least once.

SMILES	influenza NS1A	M. tuberculosis	Salmonella PhoP GFP	VEEV TC-83 Vero	H37Rv inhibition	others
C=C(C)[C@@H]1CCC2(C(=O)O)CC[C@]3(C)[C@H](CC[C@@H]4[C@@]5(C)CCC(=O)C(C)(C)[C@@H]5CC[C@]43C)[C@@H]12 (some centres undefined)	1%	?	-1%	2.0%	3%
CN(C(=O)c1ccnn1C)C1CCCN(Cc2ccccc2F)C1 (centres undefined)	-13%	-7%	-4%	1.1%	-1%
C/C=C/c1ccc(OCC(O)CN2CCCCC2CC)c(OC)c1 (centres undefined)	-1%	44%	8%	0.2%	-8%
Cc1ccc2nc(/C(C#N)=C/c3ccc(O)c(O)c3)[nH]c2c1	0%	49%	9%	3.2%	1%
O=C(N=Nc1c(O)[nH]c2ccc(F)cc12)C1COc2ccccc2O1 (centres undefined)	-6%	-12%	11%	4.9%	-18%
O=C(COC(=O)CCC(=O)c1ccc(Cl)cc1)NCc1ccc(F)cc1	-21%	65%	.	0.6%	-2%
CC(Oc1ccc2ccccc2c1)C(=O)NNC(=O)Nc1ccccc1 (centres undefined)	-3%	-6%	-6%	1.5%	4%
Cc1ncc(C[n+]2csc(CCOC(=O)CC34CC5CC(CC(C5)C3)C4)c2C)c(N)n1	0%	31%	9%	i	3%
O=C(c1ccc(C(F)(F)F)cc1)n1ccc(-c2cccs2)n1	-2%	15%	0%	0.6%	-5%
CCOc1ccc(N(CC(=O)NC2CCCC2)S(=O)(=O)c2c(C)noc2C)cc1	3%	.	-3%	0.4%	-3%

Grouped by structure, the entries above with fluorine
SMILES	influenza NS1A	M. tuberculosis	Salmonella PhoP GFP	VEEV TC-83 Vero	H37Rv inhibition	others
CN(C(=O)c1ccnn1C)C1CCCN(Cc2ccccc2F)C1 (centres undefined)	-13%	-7%	-4%	1.1%	-1%
O=C(N=Nc1c(O)[nH]c2ccc(F)cc12)C1COc2ccccc2O1 (centres undefined)	-6%	-12%	11%	4.9%	-18%
O=C(COC(=O)CCC(=O)c1ccc(Cl)cc1)NCc1ccc(F)cc1	-21%	65%	.	0.6%	-2%
O=C(c1ccc(C(F)(F)F)cc1)n1ccc(-c2cccs2)n1	-2%	15%	0%	0.6%	-5%

Going on with the list.
SMILES	influenza NS1A	M. tuberculosis	Salmonella PhoP GFP	VEEV TC-83 Vero	H37Rv inhibition	others
Cc1cccc(N2CC(C(=O)NCCC3=CCCCC3)CC2=O)c1C (centres undefined)	-3%	-1%	-5%	i	-2%
C=CC[C@@H](CC(=O)N[C@@H](CO)Cc1ccccc1)C(=O)N[C@H](COC(=O)[C@@H](CC=C)Cc1ccc(F)cc1)Cc1ccccc1	-1%	-8%	.	0.3%	7%
C=CCc1ccccc1OCCCCN1CCCC1	-5%	15%	1%	1.6%	1%
Cn1c(Cn2c(=O)sc3ccccc32)nnc1SCC(=O)NCc1ccc(F)cc1	2%	1%	0%	1.4%	-7%
CC(C)O/C(=N/S(=O)(=O)c1ccc(Cl)cc1)c1ccccc1	10%	.	.	0.1%	.
O=C(Cc1c(F)cccc1Cl)N1CCN(C(=O)c2ccco2)CC1	-5%	-18%	-8%	0.9%	6%
CN(C(=O)c1ccc(-c2ccccc2)cc1)C1CCCCC1	.	15%	-4%	i	54%
N#CCSc1nc2ccccc2c(=O)n1CCC(=O)NCCc1ccccc1	-4%	-1%	-12%	i	3%
CCNC(=O)CSc1nnc(-c2cccc(S(=O)(=O)N3CCOCC3)c2)o1	9%	.	.	1.7%	.
O=[N+]([O-])c1ccc(-c2csc(Nc3ccccc3)[n+]2Cc2ccccc2)cc1	5%	-3%	7%	1.0%	-7%	VEEV TC-83 Vero 10K pilot screen=3.0
Cc1cc(SCC(=O)OCC(=O)N(C)C2CCS(=O)(=O)C2)c(C)cc1Br (centres undefined)	-5%	59%	-19%	i	25%
O=C(C1CCN(S(=O)(=O)c2cccc3cccnc23)CC1)N1CCN(Cc2ccccc2)CC1	3%	6%	-4%	0.8%	-6%
COc1ccc(NC2=Nc3ccccc3CC2)cc1	-6%	8%	27%	0.7%	3%
COc1ccc(NC(=O)CN2C(=O)NC(C)(C3CC3)C2=O)c(OC)c1 (centres undefined)	-2%	-6%	.	1.3%	-5%
COC(=O)C1=CN(c2cccc(C)c2)C=C(C(=O)OC)C1c1cc(OC)c(O)c([N+](=O)[O-])c1	-12%	42%	-2%	i	0%	VEEV TC-83 Vero 10K pilot screen=4.6
Cn1c(=O)c2c(n(Cc3ccccc3)c1=O)NC(=O)C2CC(=O)O (centres undefined)	6%	9%	-2%	1.6%	-3%
CCOC(=O)C1(CCc2ccccc2)CCN(Cc2nccn2CC)CC1	1%	18%	-2%	i	-1%
Cc1ccc(Nc2c([N+](=O)[O-])cc(C(=O)N3CC(=O)Nc4ccccc43)cc2[N+](=O)[O-])c(C)c1	11%	14%	9%	2.2%	11%
O=C(NC1(C(F)(F)F)NC(=O)N(c2ccccc2)C1=O)c1cccs1 (centres undefined)	-1%	12%	-7%	i	2%
CC(=O)N1CCc2c(sc(NC(=O)C3CCCN3S(=O)(=O)c3cccs3)c2C(N)=O)C1 (centres undefined)	-10%	-6%	-5%	4.2%	-2%

Quoted at random: 2 entries already listed
SMILES	influenza NS1A	M. tuberculosis	Salmonella PhoP GFP	VEEV TC-83 Vero	H37Rv inhibition	others
COc1ccc(NC(=O)CN2C(=O)NC(C)(C3CC3)C2=O)c(OC)c1 (centres undefined)	-2%	-6%	.	1.3%	-5%
CC(=O)N1CCc2c(sc(NC(=O)C3CCCN3S(=O)(=O)c3cccs3)c2C(N)=O)C1 (centres undefined)	-10%	-6%	-5%	4.2%	-2%

(continued)
SMILES	influenza NS1A	M. tuberculosis	Salmonella PhoP GFP	VEEV TC-83 Vero	H37Rv inhibition	others
O=C(NCC(=O)N1CCN(Cc2ccccc2)CC1)c1ccc(Br)o1	-12%	-6%	-8%	0.7%	6%
CN(C)/C=C1\Cc2ccccc2C1=O	1%	19%	2%	1.0%	-9%
CC1=CC2=NC(=O)/C(=C\c3cc(C)n(-c4cccc(Cl)c4)c3C)C(=N)N2O1	3%	3%	-6%	0.6%	-3%
CC1CCCCC1NC(=O)c1ccc(S(=O)(=O)N2CCCC2)cc1 (centres undefined)	9%	9%	-1%	2.2%	0%
CCN(CC1CCCO1)C(=O)c1cc(COc2ccccc2SC)on1 (centres undefined)	12%	7%	-9%	5.5%	-1%
CCO[C@@H]1OC(C(=O)N2CCOCC2)=C[C@H](c2ccccc2)[C@H]1CCCO	6%	-21%	14%	0.6%	1%
COc1cc(CNCCN(C)C)c(Br)cc1OCC(=O)NCc1ccccc1	11%	11%	-5%	i	-7%
CCOc1ccccc1OCC(=O)Nc1ccc(Cl)cc1Cl	17%	22%	0%	1.8%	1%
Cc1c(NC(=O)c2cc(-c3ccc(F)cc3)on2)c(=O)n(-c2ccccc2)n1C	-7%	-2%	8%	2.8%	-8%
COc1cccc(-c2nnc(SCC(=O)Nc3ccc(S(N)(=O)=O)cc3)n2C)c1	10%	12%	-10%	8.0%	-1%

Three structures out of the list, arranged by formula weight, highest first.
SMILES	influenza NS1A	M. tuberculosis	Salmonella PhoP GFP	VEEV TC-83 Vero	H37Rv inhibition	others
Cc1c(NC(=O)c2cc(-c3ccc(F)cc3)on2)c(=O)n(-c2ccccc2)n1C	-7%	-2%	8%	2.8%	-8%
CCN(CC1CCCO1)C(=O)c1cc(COc2ccccc2SC)on1 (centres undefined)	12%	7%	-9%	5.5%	-1%
CC1CCCCC1NC(=O)c1ccc(S(=O)(=O)N2CCCC2)cc1 (centres undefined)	9%	9%	-1%	2.2%	0%

Continued:
SMILES	influenza NS1A	M. tuberculosis	Salmonella PhoP GFP	VEEV TC-83 Vero	H37Rv inhibition	others
O=C(c1ccco1)N1CCN=C1SCc1ccc(F)cc1	2%	13%	-8%	0.6%	-4%
CC1CCN(C(=O)c2ccc(SCc3ccccc3F)c([N+](=O)[O-])c2)CC1	3%	8%	2%	6.7%	2%
O=P1(Oc2ccccc2)OCCCS1 (centres undefined)	12%	-11%	-1%	i	3%
COc1cc(OC)cc(C(=O)Nc2c(C)nn(-c3ccccc3)c2C)c1	-8%	-5%	6%	3.2%	-8%
COc1cc(C(=S)N2CCN(C(c3ccccc3)c3ccccc3)CC2)cc(OC)c1O	9%	.	0%	3.6%	5%
COC(=O)/C(=C/c1ccccc1)NC(=O)c1ccco1	-5%	-9%	-5%	0.7%	1%
CC(C)CCNC(=O)NC(=O)COc1ncnc2sccc12	-13%	3%	-9%	i	2%
NC(=O)c1cc(C(=O)Cc2ccccc2)c[nH]1	5%	-2%	-10%	0.3%	2%
COc1cc(C(=O)N(C)CCOc2ccccc2)ccc1OCC(=O)Nc1cccc(C(F)(F)F)c1	-12%	14%	3%	2.0%	?
COc1cc(CN2CCC(C(=O)N3CCN(c4ccccc4F)CC3)CC2)ccc1O	-12%	19%	-4%	i	-10%

Of the compounds above, 4 have a thiophene ring, fused or not:
SMILES	influenza NS1A	M. tuberculosis	Salmonella PhoP GFP	VEEV TC-83 Vero	H37Rv inhibition	others
O=C(c1ccc(C(F)(F)F)cc1)n1ccc(-c2cccs2)n1	-2%	15%	0%	0.6%	-5%
O=C(NC1(C(F)(F)F)NC(=O)N(c2ccccc2)C1=O)c1cccs1 (centres undefined)	-1%	12%	-7%	i	2%
CC(=O)N1CCc2c(sc(NC(=O)C3CCCN3S(=O)(=O)c3cccs3)c2C(N)=O)C1 (centres undefined)	-10%	-6%	-5%	4.2%	-2%
CC(C)CCNC(=O)NC(=O)COc1ncnc2sccc12	-13%	3%	-9%	i	2%

Continued:
SMILES	influenza NS1A	M. tuberculosis	Salmonella PhoP GFP	VEEV TC-83 Vero	H37Rv inhibition	others
COc1ccccc1N1CCN(S(=O)(=O)c2ccc3c(c2)NC(=O)CS3)CC1	8%	23%	8%	0.6%	-1%
COc1ccccc1S(=O)(=O)Cc1ccc(C(=O)N2CCCC2)o1	-10%	.	0%	1.4%	-2%
O=C(COc1cccc(Cl)c1)NNC(=S)Nc1ccccc1	0%	3%	-6%	7.9%	-7%
S=C(Nc1cccc(Cl)c1)Nc1cccc2cnccc12	24%	?	-6%	2.4%	10%
CC1=C(C(=O)Nc2ccccc2C(=O)NCc2ccccc2)SCCO1	6%	0%	-3%	3.4%	2%
O=S(=O)(NCc1cc(-c2ccc(Cl)cc2)no1)c1ccc(Cl)cc1	7%	8%	0%	3.5%	-3%
COc1ccc(C(=O)C2CCCN(C3CSCCSC3)C2)c(OC)c1 (centres undefined)	0%	16%	4%	0.2%	6%
COc1ccccc1CNC(=O)C1CC(c2ccc([N+](=O)[O-])cc2)=NO1 (centres undefined)	0%	15%	0%	1.5%	3%	VEEV TC-83 Vero 10K pilot screen=1.3
COc1ccc(OC)c(NC(=O)c2ccc3c(=O)n(CCc4ccccc4)c(=S)[nH]c3c2)c1	-7%	-10%	-8%	1.6%	-6%	VEEV TC-83 Vero 10K pilot screen=0.2
CC(c1nccs1)N(C)C(=O)CCc1nnc(-c2ccc(-c3ccccc3)cc2)o1 (centres undefined)	9%	28%	-2%	0.8%	3%
S=c1[nH]nc(COc2ccccc2)n1/N=C/c1ccco1	-3%	68%	-5%	1.5%	-2%
Cn1c(=O)c2c(ncn2CC(=O)Nc2nccs2)n(C)c1=O	-7%	-4%	17%	2.6%	-2%
NC(=O)CSc1nnc(CNc2cccc(Cl)c2)n1CCc1ccccc1	-3%	39%	-1%	5.7%	-1%
CN(CC(=O)O/N=C(\N)c1ccc([N+](=O)[O-])cc1)S(=O)(=O)c1ccc2ccccc2c1	5%	-7%	-1%	1.4%	5%
CCCn1c(SC(C(=O)Nc2cccc(OC)c2)c2ccccc2)nc2ccccc2c1=O (centres undefined)	-12%	-12%	0%	1.1%	7%
CCOCCCNC(=O)C(c1ccc(Cl)cc1)N1CCN(c2ccccc2)CC1 (centres undefined)	-4%	.	-4%	0.0%	-7%
COc1cc(NC(=S)N2CCN(C(=O)C3CCCO3)CC2)c(OC)cc1Cl (centres undefined)	9%	3%	-1%	0.4%	-6%
